Bioassay records: PubChem BioAssay, Sanford-Burnham Center for Chemical Genomics
H9c2 TAG inh: reduces triacylglycerol accumulation in H9c2 cells. inhibition, % at 12.5 µM. hit rate 0.66% among 230,000. AID 651582. Nile Red lipid (TAG) fluorescence; cells loaded with 200 µM oleic acid;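 active = pattern-corrected inhibition of lipid staining of at least 50% with the nuclear-stain viability signal not falling by more than 50%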;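 note: 0% = DMSO wells and 100% = triacsin C control wells; some results filed as inactive read as strong as hits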
H9c2 TAG inh DAPI viability: also measured in H9c2 TAG inh; calls as there; DAPI nuclei signal change (viability), lower = more cytotoxic, %;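 whole-well DAPI fluorescence read on a plate reader as a viability signal; minus 50 percent equals half of cells still viable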
* marks the source's active call; other numbers are inactive results.

no.	SMILES	H9c2 TAG inh DAPI viability	H9c2 TAG inh
1	O=C(C[C@@H]1C/C=C\CC[C@@H](Cc2ccc(F)cc2)C(=O)OC[C@@H](Cc2ccccc2)NC1=O)NCCO	11	-14
2	COc1ccc(C2=NOC(C(=O)N3CCN(c4ccccc4OC)CC3)C2)cc1 (configuration not stated)	2	27
3	COc1ccc(OCCCC(=O)NC(C)c2ccccc2)cc1 (configuration not stated)	8	20
4	CCC(CC)C(=O)N1c2ccc(F)cc2CCC1C (configuration not stated)	6	-9
5	CN1C=CC(C(C(N)=O)c2ccccc2)c2ccccc21 (configuration not stated)	2	19
6	COc1cc(OC)cc(C(=O)Nn2cc(C(=O)N3CCN(C)CC3)c3ccccc3c2=O)c1	10	-12
7	CN(C)CCCNCCCNC(=O)/C(=N\O)c1ccccc1	-32	26
8	Cc1cc(C(=O)NCc2cccs2)n(-c2ccccc2)n1	-9	-3
9	CC(C)(C)c1nnc2sc(SCC(=O)c3cccs3)nn2c1=O	-2	9
10	O=C(NNC(=S)Nc1ccc(F)c(Cl)c1)C1CC1	-2	-10
11	Cc1cc(C)cc(C(=O)NC(CC(N)=O)c2ccc(N3CCCCCC3)c([N+](=O)[O-])c2)c1 (configuration not stated)	-10	-5
12	O=C(CN(c1ccc(Br)cc1)S(=O)(=O)c1ccc(Cl)c([N+](=O)[O-])c1)NCCc1ccccc1	-14	29
13	CC(OC(=O)c1ccc(-c2ccc(O)cc2)cc1)C(=O)NC1CCCCC1C (configuration not stated)	6	1
14	COc1ccc(NC2C=CS(=O)(=O)C2)cc1 (configuration not stated)	-7	16
15	Cc1ccc(S(=O)(=O)NCc2ccc(C(=O)NC3CCC(O)CC3)cc2)cc1C (configuration not stated)	2	6
16	Cc1ccc(OCC(=O)N2CCN(S(=O)(=O)c3ccccc3[N+](=O)[O-])CC2)cc1	-5	15
17	COc1cc(S(=O)(=O)n2cnc(C)c2)ccc1Cl	1	-1
18	COc1cccc2c1OC1(CCN(C(C)C)CC1)N1N=C(c3cccnc3)CC21 (configuration not stated)	-7	13
19	Cc1ccc(Oc2nc3ccccn3c(=O)c2/C=C(\C#N)C(=O)NC2CCS(=O)(=O)C2)cc1 (configuration not stated)	0	-2
20	CCc1noc(C)c1C(=O)OCC(=O)Nc1ccc(F)cc1Cl	-7	0
21	COc1ccc(CCN2CC(C(=O)OCc3ccccc3Cl)CC2=O)cc1OC (configuration not stated)	-2	-7
22	CC1CCC(C(=O)NNC(=O)c2cc(-c3ccco3)[nH]n2)CC1 (configuration not stated)	-11	4
23	CCCCN(C)C(=O)c1c[nH]c2ccc(S(=O)(=O)N3CCOCC3)cc2c1=O	-7	-8
24	CCCCN1CC(COCc2ccccc2)Oc2cccc(OCCN3C(=O)[C@@H]4[C@H](C3=O)C3C=C[C@H]4C3)c2S1(=O)=O (some centres not stated)	-2	4
25	CC(C)(O)/C=C1/Oc2ccccc2C1N1CCCCC1 (configuration not stated)	10	-8

Another view of two compounds above:
6	COc1cc(OC)cc(C(=O)Nn2cc(C(=O)N3CCN(C)CC3)c3ccccc3c2=O)c1
  H9c2 TAG inh DAPI viability = 10
  H9c2 TAG inh = -12
7	CN(C)CCCNCCCNC(=O)/C(=N\O)c1ccccc1
  H9c2 TAG inh DAPI viability = -32
  H9c2 TAG inh = 26

Six compounds already listed, ordered by length of the SMILES, highest first.
no.	SMILES	H9c2 TAG inh DAPI viability	H9c2 TAG inh
24	CCCCN1CC(COCc2ccccc2)Oc2cccc(OCCN3C(=O)[C@@H]4[C@H](C3=O)C3C=C[C@H]4C3)c2S1(=O)=O (some centres not stated)	-2	4
16	Cc1ccc(OCC(=O)N2CCN(S(=O)(=O)c3ccccc3[N+](=O)[O-])CC2)cc1	-5	15
6	COc1cc(OC)cc(C(=O)Nn2cc(C(=O)N3CCN(C)CC3)c3ccccc3c2=O)c1	10	-12
23	CCCCN(C)C(=O)c1c[nH]c2ccc(S(=O)(=O)N3CCOCC3)cc2c1=O	-7	-8
5	CN1C=CC(C(C(N)=O)c2ccccc2)c2ccccc21 (configuration not stated)	2	19
7	CN(C)CCCNCCCNC(=O)/C(=N\O)c1ccccc1	-32	26

(listing goes on)
no.	SMILES	H9c2 TAG inh DAPI viability	H9c2 TAG inh
26	CN(C)S(=O)(=O)N(CC(=O)NCCSCc1ccccc1)c1ccccc1	-3	-11
27	CCOC(=O)NC(=O)/C(C#N)=C\Nc1ccc(Cl)cc1Cl	0	5
28	N=c1c(C(=O)NCc2ccccc2)cc2c(=O)n3ccccc3nc2n1Cc1ccco1	18	11
29	Cc1ccc(-n2ncc3c(=O)n(CC(=O)N4CCCCCC4)cnc32)cc1	-8	18
30	O=C(COc1ccc(Cl)cc1[N+](=O)[O-])N1CCCCC1	2	10
31	NNC(=O)CC(=O)NC1(Cc2ccc(O)cc2)CCCCC1	16	-4
32	O=C(O)c1cc(-c2cc(C(=O)O)c3ccccc3n2)ccc1O	-1	1
33	CC1CC(C)CN(c2ccc(S(=O)(=O)N3CCOCC3)cc2)C1 (configuration not stated)	9	-1
34	CCCCN(C(=O)C1CC1)C1CCS(=O)(=O)C1 (configuration not stated)	-10	-10
35	CCOC(=O)Cc1nnc(NC(=O)c2ncn[nH]2)s1	12	5
36	CN(C(=O)CCc1nnc(CCCCc2ccccc2)o1)C1CC(C)(C)NC(C)(C)C1	4	7
37	CC(C)(C)c1ccc(NC(=O)c2cc(C3CCCN(S(=O)(=O)c4cccc5cccnc45)C3)on2)cc1 (configuration not stated)	-23	37
38	Cc1c(C)[n+](=O)c2c(n1[O-])CCCCC2	-6	2
39	Cc1c(N=Cc2cc3c(cc2[N+](=O)[O-])OCO3)cccc1[N+](=O)[O-]	0	2
40	COc1cccc(-c2cnc3c(NC(C)=O)cc(-c4cccc(C(=O)N(C)C)c4)cn23)c1	5	-1
41	C[C@@H]1CN([C@@H](C)CO)C(=O)CCCn2nncc2CO[C@H]1CN(C)C(=O)Nc1ccc(N2CCCCC2)cc1	10	-12
42	CCc1ccc(C(=O)COC(=O)c2cccs2)cc1	1	-18
43	CCCCN(C)C(=O)CCCc1c[nH]c2ccccc12	5	8
44	COc1ccc([C@H]2N[C@]3(CCCN(Cc4ccc(F)cc4)C3=O)[C@H]3C(=O)N(C)C(=O)[C@@H]23)cc1	-4	-17
45	CCCOC(=O)/C(C)=N\NC(=O)c1ccco1	9	-5
46	Cc1nc2scc(-c3cccs3)c2c(=O)o1	-1	-2
47	O=C(CC(C(=O)O)C1CCCO1)NCCc1ccc2c(c1)OCO2 (configuration not stated)	-5	-8
48	COc1ccc(C2=NCN(c3ccc(C)cc3)C(=S)N2)cc1	-4	-62
49	CCOCCCn1c(=NC(=O)c2ccco2)c(C(=O)OCC)cc2c(=O)n3cccc(C)c3nc21	39	6
50	Clc1cccc(CNc2ccn3nc(-c4ccccc4Cl)cc3n2)c1	4	15
51	CC(=O)NC(Cc1cccc(F)c1)C(=O)NC1CCN(c2ncccc2[N+](=O)[O-])CC1 (configuration not stated)	4	-13
52	Cc1ccnc2nc(C(=O)OCCOc3cccc(Br)c3)nn12	7	-26
53	O=C(Cn1c2ccccc2c(=O)c2cc([N+](=O)[O-])ccc21)Nc1ccccc1Cl	-18	16
54	CC(C)[C@H](CN(N=O)[C@@H](Cc1ccccc1)CN(C)N=O)N(CCc1ccccc1)N=O	-5	3
55	COC(=O)c1sc2nc(CSc3ccc(Br)cc3)[nH]c(=O)c2c1C	2	9
56	CC(=O)OCCn1c([N+](=O)[O-])cnc1C=[N+]([O-])C1CCCCC1	0	9
57	CC(O)c1cccc(-c2ccc(CN3C[C@]4(CO)O[C@@H](CO)C[C@@H]4S3(=O)=O)cc2)c1 (some centres not stated)	10	-2
58	COc1ccc2c(CC(=O)Nc3ccccc3OC)coc2c1	7	-7
59	Nc1ccn([C@@H]2O[C@H](CNC(=O)[C@H]3CCC(=O)N3)[C@@H](O)[C@H]2O)c(=O)n1	9	-7
60	COc1cc(CN2CCC(C(=O)N3CCC(C)CC3)CC2)cc(Br)c1O	-4	-12
61	COc1cc(C(=S)N2CCOCC2)cc(OC)c1OC(=O)c1cc([N+](=O)[O-])cc([N+](=O)[O-])c1	0	-10
62	CCN(CC(=O)Nc1ccc(NC(C)=O)cc1)C(=O)Cc1c(Cl)cccc1Cl	0	23
63	Cc1cc(C(=O)CN2C(=O)NC3(CCC(C)CC3)C2=O)c(C)n1C (configuration not stated)	1	0
64	C=CCN(CC=C)C(=S)NC(=O)c1ccc([N+](=O)[O-])cc1	-8	17
65	O=C(c1ccc2c(c1)OCO2)N(CC1CCCO1)C1(C(=O)NC2CCCC2)CCCCC1 (configuration not stated)	-2	-13
66	CC(=O)NC(CC(=O)NCC(c1ccco1)N(C)C)c1ccccc1 (configuration not stated)	-8	-5
67	CCNC(=O)NC(=O)C(C)Sc1nc2cc(C(=O)OC)ccc2c(=O)n1-c1ccccc1 (configuration not stated)	0	-2
68	CC(Sc1ccccc1)C(=O)NNC(=O)c1ccncc1 (configuration not stated)	-5	11
69	Cc1cc(C)cc(NC(=O)COc2ccc(C(=S)N3CCOCC3)cc2)c1	-3	-2
70	CC1=NN(C(N)=S)C(=O)C1N=Nc1ccccc1Cl (configuration not stated)	0	-2
71	Cc1cccc2cc(COC(=O)COc3ccccc3)c(=O)[nH]c12	9	1
72	COC(=O)c1ccc(NC(=O)CCNS(=O)(=O)c2cccc3nonc23)cc1	-4	7
73	CCOC(=O)C(CCCOc1ccccc1)C(=O)OCC	-3	-4
74	CCOC(=O)C1(C(=O)OCC)NC(=O)CC1CC (configuration not stated)	2	3
75	O=C(NCCc1ccccn1)c1ccc(OC(F)F)cc1	-1	-11

New compounds follow
no.	SMILES	H9c2 TAG inh DAPI viability	H9c2 TAG inh
76	Cc1ccc(S(=O)(=O)C(C#N)c2nc3ccccc3nc2N2CCN(C)CC2)cc1C (configuration not stated)	23	-16
77	CCOC(=O)c1cnn2c1[nH]c(=O)c1ccccc12	6	-4
78	Cc1cc(C(=O)OCC(=O)Nc2cc(Cl)ccc2C)c(C)o1	7	24
79	COc1ccccc1N1CCN(C(=O)c2ccc(Cl)c(S(=O)(=O)N3CCOCC3)c2)CC1	1	-3
80	CSc1nc(S(C)(=O)=O)nc2[nH]c(=O)[nH]c12	3	-5
81	O=C(COC(=O)CCN1C(=O)c2ccccc2C1=O)Nc1ccc(S(=O)(=O)N2CCCC2)cc1	2	3
82	O=C(NCc1ccco1)c1ccc2nc([C@@H]3O[C@H](CO)[C@H](O)[C@H](O)[C@H]3O)[nH]c2c1	0	10
83	COc1cc2c(c(OC)c1OC)-c1c(cc(OC)c(OC)c1OC)C[C@](C)(O)[C@@H](C)C2	-5	0
84	CCCCCn1c(=O)[nH]c2cc(C(=O)NCCCN(CC)CC)ccc2c1=O	5	22
85	C[C@H]1CN([C@@H](C)CO)C(=O)Cc2cc(NC(=O)CCC(F)(F)F)ccc2O[C@H]1CN(C)C(=O)Nc1ccc(F)cc1	0	-3
86	CCOC(=O)N1CCN(C(=O)CSc2nnc(-c3ccc(C)c(C)c3)o2)CC1	8	-8
87	COCCN(C(=O)CSc1nnc(-c2ccccc2F)o1)c1c(N)n(CC(C)C)c(=O)[nH]c1=O	2	1
88	O=C(CNC(=O)c1ccco1)NCC(=O)OCc1cccc(Cl)c1	5	-13
89	COc1cccc(Sc2ccccc2/C=N/NC(N)=O)c1	-4	-44
90	Cc1cccc(NC(=O)COC(=O)c2ccc(S(=O)(=O)N3CCCCCC3)cc2)c1	3	-2
91	CC(=O)N1CCc2ccc(S(=O)(=O)N3CCc4ccccc43)cc21	5	-27
92	CSCC[C@@H](C(=O)NCCCCCCCCCCC(=O)N1CCNCC1)n1cc(CCO)nn1	-4	19
93	CCC(c1nnc(SCC(=O)Nc2ccc(N3CCOCC3)cc2)n1Cc1ccccc1)N(C)C (configuration not stated)	1	14
94	CCc1cc(Cn2nc(-c3ccccc3)cc2C(=O)NCC2CC2)on1	1	33
95	O=C(CS(=O)(=O)c1cn(CC(=O)N2CCOCC2)c2ccccc12)NCc1ccccc1	3	11
96	CN(Cc1ccccc1)C(=O)c1ccc(NC(=O)Cc2cccc(NC(=O)C3CCCN(C(=O)C4CCCCC4)C3)c2)cc1 (configuration not stated)	-2	30
97	N#C/C(N=Nc1ccccc1O)=N\Nc1ccccc1O	-21	16
98	OCCN(Cc1nc(-c2ccc3c(c2)OCO3)no1)Cc1cccs1	-5	-1
99	Cc1ccc(C(O)c2ncc(-c3ccc(Cl)cc3)[nH]2)c(C)c1 (configuration not stated)	-9	-17
100	Fc1ccccc1-c1cc2cc3c(cc2cn1)OCO3	-6	-3
101	COc1cccc(/C=C(/C(=O)OCC(=O)NC2CCCC(C)C2C)c2ccccc2)c1 (configuration not stated)	-7	-1
102	CCOc1ccc(NC(=O)c2ccc(NC(=O)c3ccc(CN4CCOCC4)cc3)cc2)cc1	4	13
103	CCCCCCCCCCCCCCCCCCNc1ccn(C2OC(COP(=O)(O)OCC3OC(n4cc(F)c(=O)[nH]c4=O)CC3O)C(O)C2O)c(=O)n1 (configuration not stated)	-16	5
104	COc1ccc(CC(=O)Nc2ccncc2Cl)cc1	-9	5
105	COc1ccccc1C#Cc1ccc2c(=O)c3ccccc3n(C)c2c1	16	11
106	CCC(=O)NC(=S)Nc1ccc(N2CCOCC2)cc1	-1	3
107	Nc1nnc(-c2ccc(Cl)c([N+](=O)[O-])c2)s1	5	21
108	CC(NCC(O)COCc1ccc(Cl)cc1)c1ccccc1 (configuration not stated)	22	-4
109	CCCCCCc1c(O)nc(SCCN(C)C)[nH]c1=O	16	-2
110	COc1cc(/C=N/NC(=O)c2ccc(CSc3nc4ccccc4[nH]3)cc2)cc(OC)c1OC	-4	4
111	CCn1c(=O)cc(O)c2ccccc21	4	5
112	O=C(Nc1ccccc1)OCCOc1ccc(Br)cc1	-2	-9
113	O=C(COc1ccccc1Cl)NCc1ccco1	0	-9
114	COc1ccc(OC)c(NC(=O)NCCCCc2ccccc2)c1	-6	-16
115	O=C(NC(=S)N1CCN(c2ccc(O)cc2)CC1)c1ccco1	-10	9

Only part of the results is shown. The share of hits here may be higher or lower than overall.
